# mIAP inh – blocks mouse intestinal alkaline phosphatase | purified mouse IAP, CDP-Star luminescence, 30 min | inhibition, % at 10 µM | hit rate 0.2% among 330,000 | AID 2806;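 active means inhibition of at least 40% at 10 µM in the primary screen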;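 further: plate controls were DMSO with enzyme for no effect and no enzyme wells for full effect; values of inactives mirror those of a sister screen read the other way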
# MIN6 prolif – MIN6 beta-cell proliferation induction; MIN6 cells proliferation, ATPlite luminescence, 48 h; cells starved in 0.2% serum; 100% = growth in 10% serum; proliferation, % at 10 µM; hit rate 0.29% among 330,000; AID 2380;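 active means compounds whose signal lies at least 3.5 SD above the mean of all wells on their plate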;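 further: 0% = DMSO-treated cells in low-serum medium and 100% = 10% serum control; some compounds called inactive have numbers as strong as hits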
# A3G deaminase – inhibitors of human APOBEC3G DNA deaminase | hit rate 0.28% among 330,000 | Q9HC16 | inhibition, % at 20 µM | recombinant A3G, ssDNA deamination FAM/TAMRA fluorescence;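 active means inhibition of at least 40% at 20 µM, with no more than 30% in the related APOBEC3A deaminase screen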;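 further: plate controls were DMSO wells with A3G for no effect and wells lacking A3G enzyme for full effect; some compounds called inactive have numbers as strong as hits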
# Target sequence (Q9HC16 whole entry, looked up): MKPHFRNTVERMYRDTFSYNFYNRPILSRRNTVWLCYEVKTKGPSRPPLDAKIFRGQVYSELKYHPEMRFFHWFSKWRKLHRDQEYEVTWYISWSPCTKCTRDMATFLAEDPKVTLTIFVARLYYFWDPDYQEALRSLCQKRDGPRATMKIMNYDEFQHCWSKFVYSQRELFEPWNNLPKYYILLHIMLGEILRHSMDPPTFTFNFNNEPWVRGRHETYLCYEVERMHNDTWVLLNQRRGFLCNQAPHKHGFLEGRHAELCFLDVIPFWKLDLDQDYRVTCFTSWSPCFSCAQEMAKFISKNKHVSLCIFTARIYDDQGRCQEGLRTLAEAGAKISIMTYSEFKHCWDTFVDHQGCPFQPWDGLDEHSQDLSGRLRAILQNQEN
# mIAP act – increases mouse intestinal alkaline phosphatase activity; muIAP, CDP-Star luminescence, 30 min; active compounds read high; 1 = vehicle-only enzyme signal, 0 = enzyme-free wells; AID 2805; activation factor at 10 µM; hit rate 0.24% among 330,000;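 active means activation factor of at least 2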; further: the source names both 10 and 20 µM as test concentration; values of inactives mirror those of a sister screen read the other way
#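 Assay system: mouse IAP enzyme / Compound: DMSO-dissolved test compounds / Timing: 30 min, room temperature / Measured by: luminescence from enzymatic CDP-Star hydrolysis / Control set: DMSO-only wells, enzyme-free buffer wells as negative control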
# MPTP block – blocks calcium-induced mitochondrial swelling | hit rate 1.4% among 360,000 | inhibition, % at 10 µM | isolated mouse mitochondria, Ca2+ swelling absorbance, 30 min;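 active means inhibition of 50% or more, scaled per plate between neutral and stimulator controls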;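 further: 0% = DMSO wells given calcium and 100% = 1 mM EGTA wells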
# APOBEC3A inh – inhibitors of human APOBEC3A DNA deaminase | P31941 | recombinant A3A, FAM/TAMRA ssDNA deamination fluorescence | inhibition, % at 20 µM | hit rate 0.41% among 330,000;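 active means at least 40% inhibition at 20 µM here, with at most 30% in a related deaminase screen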;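 further: plate controls were A3A with DMSO for no effect and wells lacking A3A enzyme for full effect; some results filed as inactive read as strong as hits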
# hIAP inh – blocks human intestinal alkaline phosphatase; P09923; purified IAP, CDP-Star luminescence, 30 min; inhibition, % at 10 µM; hit rate 0.12% among 330,000; AID 2544;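 active means inhibition reaching a set limit with compound at 10 µM in the primary screen, cut at about 35% in these data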;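 further: plate controls were DMSO wells with enzyme for no effect and no-enzyme buffer wells for full effect; values of inactives mirror those of a sister screen read the other way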
# Target sequence (P09923 whole entry, looked up): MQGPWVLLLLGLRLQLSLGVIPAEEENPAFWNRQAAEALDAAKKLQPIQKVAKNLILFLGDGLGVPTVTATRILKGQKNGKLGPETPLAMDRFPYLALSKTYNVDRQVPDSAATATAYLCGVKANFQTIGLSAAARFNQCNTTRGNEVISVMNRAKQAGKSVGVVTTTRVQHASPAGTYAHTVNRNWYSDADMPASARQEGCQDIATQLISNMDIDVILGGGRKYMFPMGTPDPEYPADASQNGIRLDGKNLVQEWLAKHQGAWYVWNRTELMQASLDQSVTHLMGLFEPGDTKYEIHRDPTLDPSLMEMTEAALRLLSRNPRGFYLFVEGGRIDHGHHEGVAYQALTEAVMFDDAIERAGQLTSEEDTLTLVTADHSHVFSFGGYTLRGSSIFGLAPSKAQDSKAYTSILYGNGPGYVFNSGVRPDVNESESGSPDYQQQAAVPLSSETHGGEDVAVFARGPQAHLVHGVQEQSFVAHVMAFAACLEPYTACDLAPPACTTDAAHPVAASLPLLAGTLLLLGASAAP
# hIAP activ – human IAP activation; AID 2524; purified human IAP, CDP-Star luminescence, 30 min; active compounds read high; 1 = vehicle-only enzyme, 0 = enzyme-free background; hit rate 0.16% among 330,000; P09923; activation factor at 10 µM;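 active means activation factor of the enzyme at least 2-fold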; further: the source names both 10 and 20 µM as test concentration; values of inactives mirror those of a sister screen read the other way
# ATG4B inhibitor – inhibitors of human ATG4B cysteine protease; inhibition, % at 8.33 µM; Q9Y4P1; ATG4B cleavage of LC3-PLA2, NBD-HPC fluorescence, 1 h; hit rate 0.51% among 340,000; in the data active means inhibition above about 40%
# Starred values were filed as active, the others as inactive; & = joins results of further samples.
# Each structure is followed by: mIAP inh	MIN6 prolif	A3G deaminase	mIAP act	MPTP block	APOBEC3A inh	hIAP inh	hIAP activ	ATG4B inhibitor
- COc1ccc(/C=C/C(=O)Nc2c(C)nn(C)c2C)cc1COc1ccc(Cl)cc1Br
  10	1	-2	0.9	4.6	-1	-3	1	-3
- COc1ccc(N2C(=O)c3cccc4cccc(c34)C2=O)cc1
  -6	0	-2	1.1	-1.0	0	5	0.95	-2
- CCOC(=O)C1(CCC(C)C)CC(CSc2nc3ccccc3[nH]2)OC1=O (stereo not given)
  -9	-4	-5	1.1	6.0	-1	-6	1.1	6
- CCN(CC)CCNC(=O)c1ccc(NC(=O)C2CC(=O)N(c3ccc4c(c3)OCCO4)C2)cc1 (stereo not given)
  6	-4	5	0.94	-2.0	48*	-2	1	3
- CC1=C(C(=O)Nc2ccccc2C(=O)NCc2ccccc2)SCCO1
  3	7	0	0.97	0.4	-2	18	0.82	10
- CCOC(=O)c1cnc(SC)nc1Sc1ccccc1
  -6	-2	-5	1.1	3.9	0	-25	1.2	-3
- Cc1ccc2nc(-c3cccc(Br)c3)cc(C(=O)Nn3cnnc3)c2c1
  3	-5	-6	0.97	-1.5	-9	-3	1	1
- Cc1[nH]n(-c2ccccc2)c(=O)c1/C=N/NC(=O)COc1ccccc1[N+](=O)[O-]
  2	1	-7	0.98	1.5	1	-29	1.3	4
- COc1ccccc1S(=O)(=O)Cc1ccc(C(=O)N2CCCC2)o1
  -4	-2	2	1	-0.2	4	-1	1	0
- Cc1ccc(-c2nc(-c3cccnc3)sc2CC(=O)Nc2ccc(C)c(Cl)c2)cc1
  -16	-5	2	1.2	93*	29	-9	1.1	2

# New compounds follow
# Each structure is followed by: mIAP inh	MIN6 prolif	A3G deaminase	mIAP act	MPTP block	APOBEC3A inh	hIAP inh	hIAP activ	ATG4B inhibitor
- O=C(COc1cccc(Cl)c1)NNC(=S)Nc1ccccc1
  14	0	-5	0.85	4.3	-2	-7	1.1	2
- O=C(NC1CC2CCCC(C1)N2Cc1ccccc1)C1CCCCC1 (stereo not given)
  1	-3	-8	0.99	-1.6	3	-15	1.2	-1
- COc1ccc(NC(=O)CN2C(=O)NC3(CCCC3)C2=O)c(OC)c1
  8	0	-7	0.92	-0.3	-1	18	0.82	-4
- COc1cc(CN2CCC(C(=O)N3CCN(c4ccccc4F)CC3)CC2)ccc1O
  -1	-1	0	1	10	0	-2	1	5
- Cc1cccc(N(Cc2ccccc2F)S(C)(=O)=O)c1
  6	-2	-5	0.94	-1.9	0	-2	1	-1
- COc1cc(C(=O)N(C)CCOc2ccccc2)ccc1OCC(=O)Nc1cccc(C(F)(F)F)c1
  -12	-6	-5	1.1	-0.7	2	2	0.98	-14
- COc1ccccc1N1CCN(S(=O)(=O)c2ccc3c(c2)NC(=O)CS3)CC1
  11	-3	1	0.89	1.0	-2	0	1	0
- CN(C)C(=O)C1(c2ccccc2)CCN(S(=O)(=O)c2ccccc2)CC1
  -13	0	-8	1.1	0.5	-5	-2	1	-8
- CC(C)CCNC(=O)NC(=O)COc1ncnc2sccc12
  8	-2	-6	0.92	2.9	-3	-7	1.1	-7
- COc1cc(C(=S)N2CCN(C(c3ccccc3)c3ccccc3)CC2)cc(OC)c1O
  16	-3	43*	0.84	-2.9	-5	-1	1	-16

# Going on with the list:
# Each structure is followed by: mIAP inh	MIN6 prolif	A3G deaminase	mIAP act	MPTP block	APOBEC3A inh	hIAP inh	hIAP activ	ATG4B inhibitor
- COC(=O)/C(=C/c1ccccc1)NC(=O)c1ccco1
  0	-2	2	1	-0.9	3	-5	1	4
- O=C(NCCOc1ccccc1Cl)C(=O)c1c[nH]c2ccccc12
  4	-1	-6	0.96	-0.7	-1	4	0.96	-2
- COc1cc(OC)cc(C(=O)Nc2c(C)nn(-c3ccccc3)c2C)c1
  4	0	-5	0.96	1.2	3	19	0.81	-9
- CC1CCN(C(=O)c2ccc(SCc3ccccc3F)c([N+](=O)[O-])c2)CC1
  10	-4	-6	0.9	1.7	2	11	0.89	40
- NC(=O)c1cc(C(=O)Cc2ccccc2)c[nH]1
  -6	-4	-2	1.1	0.0	0	1	0.99	2
- COc1cc(CNCCN(C)C)c(Br)cc1OCC(=O)NCc1ccccc1
  1	1	1	0.99	-1.4	3	0	1	0
- COc1ccc(CNC(=S)Nc2ccc(OC)cc2)cc1
  -3	-2	-9	1	-1.0	-2	-2	1	-8
- CC[C@@](C)(NS(=O)(=O)OCC(Cl)(Cl)Cl)c1ccccc1
  -12	-4	-14	1.1	0.6	-4	-1	1	-12
- CCC(=O)NCCc1nc2cc(NC(=O)c3ccccc3OC)ccc2n1C
  8	-3	-4	0.93	0.5	-2	0	1	14
- COc1cccc(-c2nnc(SCC(=O)Nc3ccc(S(N)(=O)=O)cc3)n2C)c1
  17	-4	-4	0.83	-0.5	5	9	0.91	-12

# More records follow.
# Each structure is followed by: mIAP inh	MIN6 prolif	A3G deaminase	mIAP act	MPTP block	APOBEC3A inh	hIAP inh	hIAP activ	ATG4B inhibitor
- O=C(c1ccco1)N1CCN=C1SCc1ccc(F)cc1
  5	2	-1	0.95	-2.5	3	-1	1	5
- O=S(=O)(NCc1ccccc1)c1ccc(S(=O)(=O)N(Cc2ccccn2)C2CCCC2)cc1
  3	-3	-10	0.97	4.0	-5	-6	1.1	0
- Cc1c(NC(=O)c2cc(-c3ccc(F)cc3)on2)c(=O)n(-c2ccccc2)n1C
  -16	4	-6	1.2	0.7	3	-2	1	-5
- CCOc1ccccc1OCC(=O)Nc1ccc(Cl)cc1Cl
  3	1	3	0.97	-1.5	1	3	0.97	-7
- CCO[C@@H]1OC(C(=O)N2CCOCC2)=C[C@H](c2ccccc2)[C@H]1CCCO
  0	-1	-10	1	-1.2	-2	5	0.95	3
- COc1ccc(OC)c(C2CC(=O)C3=C(C2)NC(=O)CC3c2ccc(O)c(OC)c2)c1 (stereo not given)
  -8	-3	-7	1.1	-0.1	-2	-21	1.2	-8
- CCN(CC1CCCO1)C(=O)c1cc(COc2ccccc2SC)on1 (stereo not given)
  8	-3	0	0.93	1.0	-2	-29	1.3	4
- Cn1c(=O)c2c(nc(Oc3ccc4c(c3)OCO4)n2Cc2ccc(F)cc2)n(C)c1=O
  -6	1	-8	1.1	4.8	-3	-3	1	2
- CC1=CC2=NC(=O)/C(=C\c3cc(C)n(-c4cccc(Cl)c4)c3C)C(=N)N2O1
  2	-1	3	0.98	-14	3	2	0.98	6
- CC(OC(=O)CCCNC(=O)c1ccc(Cl)cc1)C(=O)N(C)Cc1ccccc1 (stereo not given)
  -2	-1	2	1	1.4	6	-1	1	1

# Quoted at random: 3 compounds from above.
# Each structure is followed by: mIAP inh	MIN6 prolif	A3G deaminase	mIAP act	MPTP block	APOBEC3A inh	hIAP inh	hIAP activ	ATG4B inhibitor
- CCN(CC1CCCO1)C(=O)c1cc(COc2ccccc2SC)on1 (stereo not given)
  8	-3	0	0.93	1.0	-2	-29	1.3	4
- CC1=CC2=NC(=O)/C(=C\c3cc(C)n(-c4cccc(Cl)c4)c3C)C(=N)N2O1
  2	-1	3	0.98	-14	3	2	0.98	6
- CCO[C@@H]1OC(C(=O)N2CCOCC2)=C[C@H](c2ccccc2)[C@H]1CCCO
  0	-1	-10	1	-1.2	-2	5	0.95	3

# Continued.
# Each structure is followed by: mIAP inh	MIN6 prolif	A3G deaminase	mIAP act	MPTP block	APOBEC3A inh	hIAP inh	hIAP activ	ATG4B inhibitor
- CC1CCCCC1NC(=O)c1ccc(S(=O)(=O)N2CCCC2)cc1 (stereo not given)
  2	1	-2	0.98	2.9	-1	-40	1.4	0
- O=C(NC1(C(F)(F)F)NC(=O)N(c2ccccc2)C1=O)c1cccs1 (stereo not given)
  -4	-3	-9	1	-0.6	-1	-6	1.1	8
- CC(=O)N1CCc2c(sc(NC(=O)C3CCCN3S(=O)(=O)c3cccs3)c2C(N)=O)C1 (stereo not given)
  0	-2	0	1	-1.2	-5	3	0.97	-11
- CCOC(=O)c1cc2c(=O)n3cccc(C)c3nc2n(Cc2ccco2)c1=NC(=O)c1ccccc1
  -13	-5	4	1.1	-0.6&11	8	-8	1.1	-2&-1
- Cc1ccc(Nc2c([N+](=O)[O-])cc(C(=O)N3CC(=O)Nc4ccccc43)cc2[N+](=O)[O-])c(C)c1
  11	-3	-2	0.89	-2.6	3	18	0.82	-15
- CC(Sc1ncccn1)C(=O)NC1(C#N)CCCCC1 (stereo not given)
  -3	-1	-8	1	-1.1	-5	8	0.92	2
- COc1ccc(Cl)cc1-c1n[nH]c(=S)n1C
  -2	-2	39	1	3.2	-6	17	0.83	1
- Cc1ccc(SC[C@H](Cc2ccccc2)N2CCN(CC(C)C)CCC2=O)cc1
  -13	-3	-9	1.1	0.8	-1	-7	1.1	-2
- CN(C)/C=C1\Cc2ccccc2C1=O
  4	0	-1	0.95	1.5	-1	-10	1.1	2
- O=C(NCC(=O)N1CCN(Cc2ccccc2)CC1)c1ccc(Br)o1
  0	4	-2	1	0.2	2	-11	1.1	-1

# Record cards, from the list above. Values in the order: mIAP inh, MIN6 prolif, A3G deaminase, mIAP act, MPTP block, APOBEC3A inh, hIAP inh, hIAP activ, ATG4B inhibitor
# CC(C)CCNC(=O)NC(=O)COc1ncnc2sccc12 is listed as 8, -2, -6, 0.92, 2.9, -3, -7, 1.1, -7
# O=C(NC1(C(F)(F)F)NC(=O)N(c2ccccc2)C1=O)c1cccs1 (stereo not given) is listed as -4, -3, -9, 1, -0.6, -1, -6, 1.1, 8

# Following part:
# Each structure is followed by: mIAP inh	MIN6 prolif	A3G deaminase	mIAP act	MPTP block	APOBEC3A inh	hIAP inh	hIAP activ	ATG4B inhibitor
- Cc1cc(C)n2cc(CSc3ccc(Br)cc3)nc2n1
  4	0	-10	0.96	-0.5	3	-13	1.1	-11
- Cc1cccc(OCc2n[nH]c(=S)n2Cc2ccccc2)c1
  -12	1	-2	1.1	-0.6	-6	-1	1	0
- COc1ccc(NC(=O)CSc2nnnn2-c2ccc(F)cc2)cc1
  -1	0	-5	1	1.8	1	-2	1	1
- Cc1ccc(S(=O)(=O)N2CCc3cc4c(cc3C2C)OCCCO4)cc1 (stereo not given)
  -3	-3	-7	1	-0.8	-3	-2	1	8
- CCCCNC(=O)NS(=O)(=O)c1ccc(C(=O)OC)o1
  -8	-1	-5	1.1	-0.5	-4	2	0.98	-7
- CCOC(=O)C1(CCc2ccccc2)CCN(Cc2nccn2CC)CC1
  21	-1	-4	0.79	3.4	-3	1	0.99	-1
- Cn1c(=O)c2c(n(Cc3ccccc3)c1=O)NC(=O)C2CC(=O)O (stereo not given)
  2	-1	2	0.98	-0.2	2	-6	1.1	-7
- COC(=O)C1=CN(c2cccc(C)c2)C=C(C(=O)OC)C1c1cc(OC)c(O)c([N+](=O)[O-])c1
  16	7	0	0.84	8.9	-2	23	0.77	2
- CN(C)S(=O)(=O)Nc1ccc2c(c1)Cc1ccccc1-2
  5	-1	-2	0.95	1.2	0	-3	1	-11
- COc1ccc(NC(=O)CN2C(=O)NC(C)(C3CC3)C2=O)c(OC)c1 (stereo not given)
  -4	-2	-2	1	0.2	-1	7	0.93	-4
- COc1ccc(NC2=Nc3ccccc3CC2)cc1
  -6	-2	3	1.1	-0.5	4	-16	1.2	3
- CCn1c(SCC(=O)Nc2cccc(C)c2)nc2ccccc2c1=O
  -16	-1	2	1.2	0.6	3	-1	1	-6
- O=C(C1CCN(S(=O)(=O)c2cccc3cccnc23)CC1)N1CCN(Cc2ccccc2)CC1
  6	-2	0	0.94	-1.6	2	7	0.93	-11

# Screening results as filed in PubChem.
